# PABP1 MLLE inh – inhibitors of PABP1 MLLE–PAM2 peptide binding, primary screen, biochemical, fluorescence polarization, FITC-PAM2, GST-MLLE; Polyadenylate-binding protein 1 (Homo sapiens), P11940; inhibition, % at 20 µM; 360,000 tested, 0.36% active; AID 588489, 2011; in the data active means inhibition above about 35%, passing the limit was not always enough;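 further: plate controls were DMSO wells with GST-MLLE for no effect and wells lacking GST-MLLE protein for full effect; some results filed as inactive read as strong as hits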
# Target sequence (P11940 whole entry, looked up): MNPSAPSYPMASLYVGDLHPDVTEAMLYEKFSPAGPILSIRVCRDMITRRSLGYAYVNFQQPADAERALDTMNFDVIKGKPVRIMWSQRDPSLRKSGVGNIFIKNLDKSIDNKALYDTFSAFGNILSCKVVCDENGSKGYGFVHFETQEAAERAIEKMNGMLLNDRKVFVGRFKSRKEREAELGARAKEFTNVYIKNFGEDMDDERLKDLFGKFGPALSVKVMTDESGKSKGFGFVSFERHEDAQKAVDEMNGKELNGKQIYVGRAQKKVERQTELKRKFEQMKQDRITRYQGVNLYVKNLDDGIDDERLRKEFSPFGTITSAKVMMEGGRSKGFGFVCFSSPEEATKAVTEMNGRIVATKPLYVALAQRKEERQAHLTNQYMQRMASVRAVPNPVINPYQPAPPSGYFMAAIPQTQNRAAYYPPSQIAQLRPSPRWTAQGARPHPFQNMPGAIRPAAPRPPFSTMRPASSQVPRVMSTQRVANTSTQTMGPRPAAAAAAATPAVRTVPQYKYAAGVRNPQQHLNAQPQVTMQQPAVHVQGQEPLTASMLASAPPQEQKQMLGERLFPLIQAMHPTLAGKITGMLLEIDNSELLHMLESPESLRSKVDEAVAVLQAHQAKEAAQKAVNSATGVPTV
# CSN inh – inhibitors of CSN-mediated cullin deneddylation, primary screen, biochemical, fluorescence polarization, uHTS; Purified CSN, SCF-Nedd8-OG deneddylation; 360,000 tested, 0.38% active; inhibition, % at 12.5 µM; COP9 signalosome complex subunit 5 (Homo sapiens), Q92905;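 active means pattern-corrected inhibition above about 35%, with an unprinted fluorescence ratio check between 0.5 and 1.5, limit read from the data, passing the limit was not always enough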;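 further: 0% = enzyme with substrate and 100% = substrate without enzyme; some results filed as inactive read as strong as hits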
#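 assay system = purified human Csn5 enzyme expressed in HEK293T cells | amount = 0.24 nM enzyme | buffer or medium = Tris/NaCl/DTT buffer, pH 7.5 | reagent = 10 nM SCFSkp2-Nedd8OG | compound = one concentration, 12.5 µM, 0.25% DMSO | times = 90 min reaction at room temperature | signal = FP | read-out basis = % inhibition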
# Scp-1 inhibitor – Scp-1 phosphatase inhibitors, primary screen, biochemical, colorimetric, uHTS; Recombinant Scp1, phosphopeptide, malachite green phosphate absorbance; 340,000 tested, 0.88% active; Carboxy-terminal domain RNA polymerase II polypeptide A small phosphatase 1 (Homo …; inhibition, % at 20 µM; AID 493091, 2011;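 active means inhibition above about 50% at 20 µM, limit read from the data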;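 further: plate controls were DMSO wells with enzyme for no effect and wells lacking enzyme for full effect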
# Target sequence (Q9GZU7 76-261 limits assumed): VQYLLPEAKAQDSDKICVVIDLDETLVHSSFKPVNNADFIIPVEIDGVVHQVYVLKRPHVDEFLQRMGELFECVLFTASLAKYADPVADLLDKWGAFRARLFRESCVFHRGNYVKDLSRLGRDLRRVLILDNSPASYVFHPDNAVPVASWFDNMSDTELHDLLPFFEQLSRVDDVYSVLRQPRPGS
#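 Test system: SCP-1 phosphatase catalytic domain, residues 76-261; measured by: colorimetric phosphate reagent with accelerator and stabiliser, absorbance at 630 nm; timing: enzyme reaction 45 min at room temperature, colour 5 min, stabilisation 30 min; also added: Phosphorylated 17-residue peptide substrate; compound dosing: one concentration, 20 µM, with 1.0% DMSO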
# TbMetRS inhib – T. brucei MetRS inhibitors, primary screen, biochemical, luminescence. AID 624268, 2012. purified T. brucei MetRS, ATP depletion, Kinase-Glo luminescence. 360,000 tested, 0.4% active. methionyl-tRNA synthetase (Trypanosoma brucei brucei). inhibition, % at 11.9 µM;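 active means inhibition above a per-plate cutoff of the control wells' mean inhibition plus 3 SD, cut at about 5.5% in these data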;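 further: 0% = DMSO wells median and 100% = median of wells with control inhibitor compound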
#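 technique = Kinase-Glo luminescence, ATP depletion format | system = purified MetRS (methionyl-tRNA synthetase) enzyme from Trypanosoma brucei | timing = 15 min preincubation, 2 h reaction, all 25 °C | evaluation = percent inhibition versus plate control medians | dosing = single dose, 11.9 µM final nominal, 0.9% final DMSO | also added = substrates ATP, L-methionine and bulk Escherichia coli tRNA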
# DNMT1 inh – human DNMT1 methyltransferase inhibitors, primary screen, biochemical, molecular beacon, fluorescence, HinP1I cleavage, uHTS; 360,000 tested, 0.83% active; AID 588458, 2011; DNA (cytosine-5)-methyltransferase 1 (Homo sapiens), P26358; inhibition (reported as % activation of signal), % at 10 µM; in the data active means inhibition above about 50%
# Rpn11 inh – Rpn11 (PSMD14) deubiquitinase inhibitors, primary screen, biochemical, fluorescence polarization, uHTS; 360,000 tested, 0.59% active; calls only at 20 µM; 26S proteasome non-ATPase regulatory subunit 14 (Homo sapiens), O00487; human 26S proteasome, Ub4-pepOG fluorescence polarization; 20S core pre-blocked with epoxomicin;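 active means inhibition at 20 µM, scaled to each plate's controls, above about 33%, limit read from the data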
# NadD block – inhibitors of S. aureus NadD, primary screen, biochemical, colorimetric, uHTS; Nicotinate-nucleotide adenylyltransferase NadD (Staphylococcus aureus N315); purified NadD enzyme, colorimetric absorbance read-out; inhibition, % at 20 µM; 360,000 tested, 0.78% active; AID 602399, 2012; in the data active means inhibition above about 26%; further: some compounds past the cut are filed as inactive
# LMPTP block – LMPTP phosphatase inhibitors, primary screen, biochemical, fluorescence intensity, uHTS; Low molecular weight phosphotyrosine protein phosphatase (Homo sapiens), P24666; recombinant LMPTP-A, OMFP fluorogenic substrate; inhibition, % at 20 µM; 360,000 tested, 0.22% active; AID 651560, 2012;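 active means compounds that cut the enzyme signal by at least half of the control window in the single-dose screen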;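 further: plate controls were DMSO wells with enzyme plus substrate for no effect and substrate without enzyme for full effect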
# Target sequence (P24666 whole entry, looked up): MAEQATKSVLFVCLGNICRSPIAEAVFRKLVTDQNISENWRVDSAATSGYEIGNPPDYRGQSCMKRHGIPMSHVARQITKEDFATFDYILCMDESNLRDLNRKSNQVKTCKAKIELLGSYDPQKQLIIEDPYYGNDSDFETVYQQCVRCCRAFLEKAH
#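 Assay system: LMPTP-A enzyme. Input: 0.625 nM LMPTP-A final. Probe or stimulus: 400 µM OMFP. Compound dosing: single 20 µM dose. Schedule: 50 min dark incubation at room temperature. Detection: fluorescence intensity of OMFP turnover product. Read-out: percent inhibition versus substrate-only and uninhibited controls. Benchmarks: no-enzyme low control, uninhibited high control.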
# STEP inh – STEP phosphatase inhibitors, primary screen, biochemical, fluorescence intensity, uHTS; recombinant STEP, OMFP fluorogenic substrate; inhibition, % at 20 µM; AID 588621, 2011; Tyrosine-protein phosphatase non-receptor type 5 (Homo sapiens), P54829; 360,000 tested, 0.25% active;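 active means inhibition at 20 µM, scaled per plate between control wells, above about 37%, limit read from the data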;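 further: 0% = DMSO with enzyme and substrate and 100% = substrate only without enzyme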
#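 medium = Bis-Tris buffer pH 6.0, 2.5 mM DTT, 0.005% Tween 20 | test system = STEP (striatal-enriched tyrosine phosphatase) enzyme, cell-free | measure = normalized % inhibition | compound dosing = 20 µM, 1% DMSO | also added = 25 µM OMFP | schedule = reaction 20 min, ambient temperature | measured by = fluorescence read at 480 nm ex / 540 nm em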
# SUMO1 PPI mod – modulators of SUMO1 protein-protein interactions, primary screen, biochemical, uHTS. Small ubiquitin-related modifier 1 (Homo sapiens), P63165. SUMO1 binding to a labelled peptide, TR-FRET, 1 h. inhibition, % at 20 µM. 360,000 tested, 0.33% active; in the data active means inhibition above about 37%
# Target sequence (P63165 whole entry, looked up): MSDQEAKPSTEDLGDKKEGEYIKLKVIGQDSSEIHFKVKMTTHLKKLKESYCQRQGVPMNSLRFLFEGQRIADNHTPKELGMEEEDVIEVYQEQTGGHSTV
# * = called active by the depositor; i = inactive; / = no result given.
SMILES,PABP1 MLLE inh,CSN inh,Scp-1 inhibitor,TbMetRS inhib,DNMT1 inh,Rpn11 inh,NadD block,LMPTP block,STEP inh,SUMO1 PPI mod
O=C(Nc1cccc(C(F)(F)F)c1)C1CCCN(S(=O)(=O)c2cnc[nH]2)C1 (stereo not drawn),-1,0,-4,-0.6,-5,i,0,-1.0,0,-3
O=c1oc2c(CN3CCN(CCO)CC3)c(O)ccc2cc1-c1ccccn1,-3,2,-10,0.0,2,i,1,-1.7,3,-16
CCCCC(=O)Nc1ccc(C(N)=O)cc1,17,11,-2,-0.6,1,i,-8,-1.4,-2,-1
Cc1ccc(C(=O)NCCN2CCOCC2)cc1,-12,1,-6,-0.2,9,i,-7,-0.1,5,3
Cc1ccc(NC(=O)CSc2nnc(CNC(=O)c3ccccc3F)o2)cc1Cl,-4,2,1,-1.0,0,i,-7,0.4,-2,2
COc1ccccc1NC(=O)[C@@H]1CCCN1S(=O)(=O)c1ccc(Cl)cc1,11,-6,-8,0.1,-4,i,-7,0.1,3,11
CCc1ccc(C(=O)CN2C(=O)NC(C)(CCc3ccccc3)C2=O)cc1 (stereo not drawn),-14,0,-11,0.2,-6,i,-6,2.1,0,2
COc1ccc(-c2nc(CN(C)C(C)c3ccon3)c(C)o2)c(C)c1C (stereo not drawn),0,-12,-5,-0.3,-4,i,11,0.5,4,1
Cc1ccc(CNC(=O)N2CCN(S(=O)(=O)c3ccccc3)CC2)cc1,-7,2,-12,-0.6,1,i,-4,-0.6,3,1
COc1ccccc1CCC(=O)Oc1ccc(C#N)cc1OC,-13,-1,-5,-0.7,-1,i,-8,0.4,3,-6
O[C@H]1C[C@H](c2ccc(Cl)cc2)N(Cc2cccs2)C[C@@H]1n1cc(-c2ccc(F)cc2)nn1,0,-4,/,-0.7,-15,i,0,0.5,-2,4
CCC1=NN(C(=O)c2ccc([N+](=O)[O-])cc2)C(O)(c2ccccc2)C1 (stereo not drawn),13,6,-5,-0.4,-3,i,-5,-0.1,1,-23
O=C(/C=C/c1ccccc1)Nc1ccc(C(=O)N2CCCCC2)cc1,8,-1,-8,-0.1,2,i,-2,0.8,1,-15
COc1ccc(CN(C)Cc2nc3cc(OC)c(OC)cc3c(=O)[nH]2)c(OC)c1,-52,-6,9,-1.2,-4,i,-11,-0.9,-7,2
O=C(CCC(=O)n1ncc2ccccc21)NCc1ccccc1Cl,0,-3,-9,0.4,5,i,-10,-1.7,3,2
Cc1cc(NC(=S)NC(=O)C2CC2)ccc1Br,31,-3,-8,-0.3,-4,i,-10,0.6,-1,-2
Cc1cccc(NC(=O)c2cc(NC(=O)C3CC=CCC3C(=O)O)ccc2N2CCOCC2)c1 (stereo not drawn),12,2,-2,-0.4,5,i,0,-1.2,3,1
Cc1nc2ncnn2c(N2CCCC(C(=O)Nc3ccc4c(c3)CCC4)C2)c1C (stereo not drawn),11,2,-4,-0.7,-2,i,7,-0.6,8,0
O=C(Cn1cnc2c(nnn2Cc2ccccc2F)c1=O)NCC1CCCO1 (stereo not drawn),2,2,-8,0.6,3,i,-1,-1.1,-1,3
COc1ccc(CCN2Cc3c(cccc3[N+](=O)[O-])C2=O)cc1OC,1,3,-6,-0.7,0,i,1,-2.3,-5,-32
O=C(OCc1nnc(-c2ccccc2)o1)c1ccc2ccccc2n1,-13,-1,-2,-0.8,0,i,5,-2.3,-1,-17
CN1CCN(CC(=O)Nc2cc(N3CCOCC3)ccc2[N+](=O)[O-])CC1,-5,-5,-8,-0.1,3,i,-4,1.2,1,-31
C=CCNC(=O)CC1C(=O)NCCN1Cc1c(F)cccc1Cl (stereo not drawn),-6,-4,-7,2.5,1,i,5,-1.1,2,-4
CCCCN(CC)Cc1ccc(CNC(=S)Nc2cccc(F)c2)o1,-4,1,-1,0.1,-3,i,2,2.5,22,-1
COCCNC(=O)[C@@]1(C)C=C[C@@H](Cc2ccccc2)N1C(=O)c1ccccc1,-2,-3,-3,-0.4,-2,i,4,-0.3,0,-1

# A draw from above in order of SMILES length, low to high.
SMILES,PABP1 MLLE inh,CSN inh,Scp-1 inhibitor,TbMetRS inhib,DNMT1 inh,Rpn11 inh,NadD block,LMPTP block,STEP inh,SUMO1 PPI mod
CCCCC(=O)Nc1ccc(C(N)=O)cc1,17,11,-2,-0.6,1,i,-8,-1.4,-2,-1
Cc1ccc(C(=O)NCCN2CCOCC2)cc1,-12,1,-6,-0.2,9,i,-7,-0.1,5,3
O=C(CCC(=O)n1ncc2ccccc21)NCc1ccccc1Cl,0,-3,-9,0.4,5,i,-10,-1.7,3,2
CCCCN(CC)Cc1ccc(CNC(=S)Nc2cccc(F)c2)o1,-4,1,-1,0.1,-3,i,2,2.5,22,-1
Cc1ccc(CNC(=O)N2CCN(S(=O)(=O)c3ccccc3)CC2)cc1,-7,2,-12,-0.6,1,i,-4,-0.6,3,1
CCC1=NN(C(=O)c2ccc([N+](=O)[O-])cc2)C(O)(c2ccccc2)C1 (stereo not drawn),13,6,-5,-0.4,-3,i,-5,-0.1,1,-23
O=C(Nc1cccc(C(F)(F)F)c1)C1CCCN(S(=O)(=O)c2cnc[nH]2)C1 (stereo not drawn),-1,0,-4,-0.6,-5,i,0,-1.0,0,-3
Cc1cccc(NC(=O)c2cc(NC(=O)C3CC=CCC3C(=O)O)ccc2N2CCOCC2)c1 (stereo not drawn),12,2,-2,-0.4,5,i,0,-1.2,3,1

# Look-ups from above:
# Entry for O=C(CCC(=O)n1ncc2ccccc21)NCc1ccccc1Cl under PABP1 MLLE inh: 0
# Entry for COc1ccccc1NC(=O)[C@@H]1CCCN1S(=O)(=O)c1ccc(Cl)cc1 under STEP inh: 3

# The listing continues.
SMILES,PABP1 MLLE inh,CSN inh,Scp-1 inhibitor,TbMetRS inhib,DNMT1 inh,Rpn11 inh,NadD block,LMPTP block,STEP inh,SUMO1 PPI mod
C=CC[C@@H](CC(=O)N(CCO)Cc1ccccc1)C(=O)N[C@@H](C)COC(=O)[C@@H](CC=C)Cc1ccc(F)cc1,-6,-4,-6,-0.2,0,i,-7,-0.3,3,6
CSC1=C(C#N)C(c2ccncc2)C(C(=O)Nc2ccccc2)=C(C)N1 (stereo not drawn),0,93*,-12,0.3,-25,i,1,0.8,3,1
CCOc1ccc(OCCCC(=O)Nc2cc(S(=O)(=O)N3CCOCC3)ccc2N2CCOCC2)cc1,12,-1,-1,-0.6,-3,i,-5,-0.6,0,1
CCN(Cc1ccccc1)C(=O)CSc1nc(C)cc(C)c1C#N,-2,-1,1,0.7,-2,i,-1,0.6,3,5
CCOC(=O)N1CCN(C(=O)COc2ccc(Cl)cc2C)CC1,-1,-5,-8,-1.8,-1,i,-1,0.3,-9,-1
CCn1c(Cc2cccs2)nnc1SCC(=O)c1ccc(C)cc1,-35,4,-4,-0.5,0,i,2,-1.6,3,-1
Cc1ccc(Cc2c(-c3ccccc3)nc3c(C)cc(Br)cn23)cc1,/,-3,/,-1.2,/,/,6,3.1,/,-3
O=C(Nc1ccc2oc(-c3ccccc3)nc2c1)C1CCCO1 (stereo not drawn),-2,6,-4,-0.6,-6,i,-6,-0.6,0,-1
Cc1ccc(C)c(NC(=O)C2=CCN(S(=O)(=O)c3ccc(F)cc3)CC2)c1,-4,-9,-12,0.0,-2,i,4,-2.0,3,7
CCOc1ccc(CCNC(=O)COC(=O)COc2ccc(C(=O)CC)cc2)cc1OCC,-7,9,-8,-0.3,-1,i,-3,-0.2,-2,-2
CC(=O)Nc1ccc(-c2noc(-c3csc([C@@H]4C[C@H](O)[C@@H](CO)O4)n3)n2)cc1,-2,-9,/,0.5,1,i,-6,-1.4,3,6
Cc1nn(CC(=O)Nc2ccc(N3CCOCC3)cc2)c(C)c1Br,-2,-2,4,-0.2,1,i,-3,-0.2,-4,2
Cc1ccc(-n2cc(C(=O)O)c(=O)cc2C)c(C)c1,12,1,-4,0.1,1,i,8,-3.8,2,-2
COc1ccc(C[C@H]2CN3C(=NC[C@@H]3Cc3ccc(O)cc3)N2CCNC(=O)c2ccc(C)c(Br)c2)cc1,5,2,6,0.0,10,i,12,1.6,2,-23
CCCCCCCCc1c(O)nc(-n2[nH]c(C)c(CCO)c2=O)[nH]c1=O,2,-3,-4,-0.3,1,i,1,0.7,0,10
Nc1nc(N)c2cc([N+](=O)[O-])ccc2n1,-5,0,3,-0.2,-5,i,2,30,-1,-24
CC12/C(=N/O)C3C4CC5C3/C(=N/O)C1C5C42 (stereo not drawn),5,2,-5,-0.8,0,i,6,1.1,2,0
Cc1nnc(NC(=O)C2CCN(S(=O)(=O)c3ccc(F)c(F)c3)CC2)o1,-8,-6,-7,0.1,1,i,-3,-0.7,0,-3
COc1ccc(S(N)(=O)=O)cc1C(=O)NNC(=O)C1COc2ccccc2O1 (stereo not drawn),4,0,-7,0.0,-3,i,2,-1.1,1,2
CN(C)NC1CCS(=O)(=O)C1 (stereo not drawn),0,-3,-2,-0.2,1,i,-4,-1.3,3,0
CCCc1nnc(NC(=O)Cn2c(=O)oc3ccccc32)s1,31,3,-5,0.1,-1,i,1,-0.9,0,4
Cc1ccc(C)c2[nH]c(=O)c(CCNC(=O)c3ccco3)cc12,8,4,-3,-0.5,3,i,-3,-0.9,-2,0

# Compound activity from PubChem.
